ST2 inh = blocks human ST2 binding to IL-33; Q01638; AlphaLISA ST2-Fc/biotin-IL-33 interaction, 1 h; inhibition, % for hits at 17 µM; 2.3% of 78,000 active; in the data active = inhibition above about 30%; inconclusive = mostly about 10% to 28%
Target sequence (Q01638 whole entry, looked up): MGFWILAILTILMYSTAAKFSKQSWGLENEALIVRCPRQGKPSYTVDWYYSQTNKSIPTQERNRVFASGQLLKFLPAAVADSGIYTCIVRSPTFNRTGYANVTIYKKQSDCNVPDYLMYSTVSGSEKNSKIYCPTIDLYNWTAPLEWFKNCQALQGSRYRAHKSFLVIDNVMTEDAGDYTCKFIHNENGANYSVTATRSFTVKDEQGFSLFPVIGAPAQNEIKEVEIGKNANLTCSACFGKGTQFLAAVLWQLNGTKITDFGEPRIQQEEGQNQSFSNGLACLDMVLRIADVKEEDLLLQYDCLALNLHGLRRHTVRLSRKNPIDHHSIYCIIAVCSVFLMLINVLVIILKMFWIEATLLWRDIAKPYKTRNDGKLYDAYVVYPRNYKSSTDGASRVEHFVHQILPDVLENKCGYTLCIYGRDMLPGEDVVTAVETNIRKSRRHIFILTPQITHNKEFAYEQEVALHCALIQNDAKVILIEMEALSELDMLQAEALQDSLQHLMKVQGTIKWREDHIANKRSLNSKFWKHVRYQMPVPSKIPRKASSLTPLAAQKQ
* = called active by the depositor; i = inactive; ? = inconclusive; ! = not active in a repeat. Not all compounds are listed; rates above refer to the full screens.

Sample of the layout, 5 compounds:
SMILES | ST2 inh
COC(=O)c1sc2ccccc2c1NC(=O)c1ccccc1F | i
CN1[C@@H](CCC(=O)N2CCOCC2)CNC(=O)[C@@H]2[C@H]1CCN2C1CCCCC1 | i
Cc1cccn2c(=O)c3cc(C(=O)NC(C)c4ccccc4)c(=N)n(CCOCCO)c3nc12 (stereo not given) | ?
COCC1(C(=O)N2CCn3cccc3C2c2ccccn2)CCC1 (stereo not given) | i
Oc1oc(-c2ccc(Br)cc2)nc1C=Nc1ccccc1 | ?

The whole of this part, repeating the preview:
SMILES | ST2 inh
COC(=O)c1sc2ccccc2c1NC(=O)c1ccccc1F | i
CN1[C@@H](CCC(=O)N2CCOCC2)CNC(=O)[C@@H]2[C@H]1CCN2C1CCCCC1 | i
Cc1cccn2c(=O)c3cc(C(=O)NC(C)c4ccccc4)c(=N)n(CCOCCO)c3nc12 (stereo not given) | ?
COCC1(C(=O)N2CCn3cccc3C2c2ccccn2)CCC1 (stereo not given) | i
Oc1oc(-c2ccc(Br)cc2)nc1C=Nc1ccccc1 | ?
Cc1ccc([N+](=O)[O-])cc1S(=O)(=O)NCCOC12CC3CC(CC(C3)C1)C2 | ?
CSc1cccc(NC(=O)COc2c(C)cccc2C)c1 | i
CCOC(=O)c1sc(NC(=O)c2ccoc2C)c(C(=O)OCC)c1C | ?
Cc1cccc2[nH]nc(-c3ccc(O)cc3)c12 | ?
CNCC(=O)NC(c1cccs1)C1CCCCC1 (stereo not given) | ?
CC1CN(CCOCCOc2ccccc2)CC(C)O1 (stereo not given) | i
Cc1ccn2c(Nc3ccc4c(c3)OCO4)c(-c3ccccn3)nc2c1 | 31%*
Cc1cc(Br)ccc1OCC(=O)NCc1ccc(F)cc1 | i
CC1=C(C(=O)Nc2ccccn2)C(c2ccc3c(c2)OCO3)C2=C(CC(C)(C)CC2=O)N1 (stereo not given) | i
Cc1ccc2nc(NC(=O)C3CC=CCC3C(=O)O)sc2c1 (stereo not given) | i
CN(Cc1cc2n(n1)CCNC2)CC1(c2ccccc2)CC1(C)C (stereo not given) | ?
CCOc1ccc(-c2nc(C(N)=O)c3c(n2)n(-c2ccc(C)c(C)c2)c(=O)n3Cc2ccccc2)cc1 | i
CCN(C(=O)c1ccc(OC(F)F)cc1)C(C)CO (stereo not given) | ?
C=CCc1cccc2cc(C(=O)Nc3ccccc3Cl)c(=O)oc12 | i
CCn1nc(C(=O)O)c2c1CCN(C(=O)C(c1cccnc1)N1CCCC1)C2 (stereo not given) | i
COc1ccc2c(c1)C(C)=CC(C)(C)N2C(=O)CN1C(=O)c2cccc([N+](=O)[O-])c2C1=O | i
Cc1ccc2cccc(NC3OC(=O)c4ccccc43)c2n1 (stereo not given) | ?
Cc1ccc(C)c(NCc2c[nH]c3ccccc23)c1 | ?
CC1=NN(c2cccc(Cl)c2)C(=O)/C1=C\c1ccc(Br)c([N+](=O)[O-])c1 | ?
O=C(NCCCN1CCCCC1)c1cc(-c2cccs2)nc2ccccc12 | i
Cc1ccc(Cn2cc(CCC(=O)O)c3ccccc32)cc1 | i
Cc1c(Cl)cccc1NC1=CC(=O)CC(C)(C)C1 | i
Cc1c(C(=O)NCCC(C)C)oc2ccc(S(=O)(=O)N3CCCCCC3)cc12 | i
Cc1nccn1CC1(CNC(=O)[C@@H]2C[C@@H]3C=C[C@H]2C3)CC1 | ?
CCCn1cc(C(=O)N(C)CC2CCCCO2)c(C)n1 (stereo not given) | i

Of the compounds above, these have four or more nitrogen atoms:
SMILES | ST2 inh
CN1[C@@H](CCC(=O)N2CCOCC2)CNC(=O)[C@@H]2[C@H]1CCN2C1CCCCC1 | i
Cc1cccn2c(=O)c3cc(C(=O)NC(C)c4ccccc4)c(=N)n(CCOCCO)c3nc12 (stereo not given) | ?
Cc1ccn2c(Nc3ccc4c(c3)OCO4)c(-c3ccccn3)nc2c1 | 31%*
CN(Cc1cc2n(n1)CCNC2)CC1(c2ccccc2)CC1(C)C (stereo not given) | ?
CCOc1ccc(-c2nc(C(N)=O)c3c(n2)n(-c2ccc(C)c(C)c2)c(=O)n3Cc2ccccc2)cc1 | i
CCn1nc(C(=O)O)c2c1CCN(C(=O)C(c1cccnc1)N1CCCC1)C2 (stereo not given) | i

New compounds follow
SMILES | ST2 inh
COc1ccc(N2CCN(c3ncnc4c3cnn4-c3cccc(C)c3)CC2)cc1 | ?
CCOC(=O)N1CCN(C(=O)Cc2cccs2)CC1 | i
Cc1nc(C)c(CC(=O)N(C)CCn2ccc3ccccc32)c(=O)[nH]1 | i
Cc1nnc(NC(=O)CSc2nnc3c4ccccc4n(C(C)C)c3n2)s1 | i
COc1ccc([C@@H](C)NC(=O)N2CCC(n3cc(C(C)(C)N)nn3)CC2)cc1 | i
O=C(c1ccc(Br)cc1)c1cc([N+](=O)[O-])ccc1N1CCOCC1 | i
CCCOC1CCCN(Cc2c(C(=O)N(C)CCc3ccccc3)nc3c(C)cccn23)C1 (stereo not given) | i
Clc1ccc(C2=NN3COc4ccc(Cl)cc4C3C2)cc1 (stereo not given) | ?
CC(C)(C)SCCN1CC(=O)N2CC[C@@H](O)C[C@H]2C1=O | ?
Cc1ccc(S(=O)(=O)Nc2ccccc2Br)cc1[N+](=O)[O-] | i
Cc1ccc(-n2c(CN(C)S(C)(=O)=O)n[nH]c2=O)cc1C | i
CCn1cc(C(=O)N2CCC3(CCCN(C)CC3)CC2)c(=O)c2ccc(C)nc21 | ?
N#CC1=C(N)Oc2n[nH]c(-c3ccc4ccccc4c3)c2C1c1ccc2c(c1)OCO2 (stereo not given) | i
O=C(O)C[C@@H]1CCN(C(=O)NC2CCCCC2)C[C@@H]1CCN1CCCCC1 | ?
Cc1nn(CCCC(=O)Nc2cc(Cl)ccc2O)c(C)c1[N+](=O)[O-] | i
Cc1cccc(C)c1NC(=O)CSc1ccc(C(F)(F)F)cn1 | i
COc1ccc(-c2nc(N3CCC(C)CC3)[nH]c(=O)c2C#N)cc1 | i
CCCCN(C)S(=O)(=O)c1ccc(C(=O)Nc2nnc(-c3ccccc3OC)o2)cc1 | i
CN1C(=O)CC(N2CCN(c3ccc(Cl)cc3)CC2)C1=O (stereo not given) | i
O=C(Cn1c(=O)[nH]c2ccsc2c1=O)NC1CCCCC1 | i
CCOC(=O)C1(Cc2cccc(OC)c2)CCCN(C2CSCCSC2)C1 (stereo not given) | i
CCn1cc(C(=O)N2CCCC2)c(=O)c2cc(S(=O)(=O)N3CCC(C)CC3)ccc21 | i
c1ccc(-c2nc3sccn3c2Nc2ccc3c(c2)OCCO3)cc1 | i
CCOC(=O)C1=NNC(C(=O)c2ccccc2)C1c1ccc(C)cc1 (stereo not given) | i
COc1c2ccoc2nc2c(OC)cccc12 | i
CC(=O)N1CCc2cc(Br)cc(S(=O)(=O)CC(=O)Nc3ccc(C)cc3C)c21 | i
Cc1c(O)ccc(-c2n[nH]c(C(=O)O)c2-c2nc3ccccc3s2)c1O | i
CC(C)C(=O)Nc1cccnc1-c1ccn[nH]1 | i
Cc1cnc(N)c(-c2cccc(C(=O)O)c2)c1 | i
CCC(CO)NCC(O)Cn1c2ccccc2c2ccccc21 (stereo not given) | i
CN(C)C(=O)c1ccc2c(c1)N(CC(=O)N1CCN(C3CCCCC3)CC1)C(=O)C1CCCCN21 (stereo not given) | i
O=C(C[C@@H]1O[C@H](CNCc2ccc(F)cc2)[C@@H](O)[C@H]1O)NCCN1CCOCC1 | ?
CN1CCCC(c2n[nH]c(=O)n2CCc2ccccc2)C1 (stereo not given) | i
O=C(NC(Cc1ccccc1)C(=O)O)c1ccccc1[N+](=O)[O-] (stereo not given) | i
CSc1nc(N)c2ncn([C@@H]3O[C@H](COP(=O)(O)OP(=O)(O)OP(=O)(O)O)[C@@H](O)[C@H]3O)c2n1 | i
Cc1ccc(CN2C(=O)CCC2(C)C(=O)NC2CCCCCCC2)cc1 (stereo not given) | i
CCC(C)(C)C1CCc2c(sc(NC(=O)c3cc(OC)c(OC)c(OC)c3)c2C(N)=O)C1 (stereo not given) | i
Cc1cc(C(=O)N2C[C@@H]3[C@H](C2)[C@H]2CC[C@@H]3O2)sc1-c1ccccc1 | i
CCOC(=O)C1=C(C)Nc2nc(SCC)nn2C1c1ccc(OC)cc1 (stereo not given) | i
COc1ccc(OC)c(NC(=O)C2CCCN(S(=O)(=O)c3cnc[nH]3)C2)c1 (stereo not given) | i
CC(=O)C1=C(C)OC(N)=C(C#N)C1c1cccc(Cl)c1Cl (stereo not given) | i
Nc1nc2n(n1)C(c1ccccc1)CC(c1ccccc1Cl)N2 (stereo not given) | i
CC1CCCC(NC(=O)CN2CCN(Cc3ccc(F)cc3Cl)C2=O)C1C (stereo not given) | i
Cc1ncc2c(c1CNC(=O)/C=C/c1cccs1)CCN(C(=O)COc1ccccc1)C2 | i
O=Nc1c(O)n(CN2CCCCC2)c2ccccc12 | ?

Fetched by structure from above (five):
SMILES | ST2 inh
CN(C)C(=O)c1ccc2c(c1)N(CC(=O)N1CCN(C3CCCCC3)CC1)C(=O)C1CCCCN21 (stereo not given) | i
CCC(C)(C)C1CCc2c(sc(NC(=O)c3cc(OC)c(OC)c(OC)c3)c2C(N)=O)C1 (stereo not given) | i
CC1CCCC(NC(=O)CN2CCN(Cc3ccc(F)cc3Cl)C2=O)C1C (stereo not given) | i
CC(=O)C1=C(C)OC(N)=C(C#N)C1c1cccc(Cl)c1Cl (stereo not given) | i
O=Nc1c(O)n(CN2CCCCC2)c2ccccc12 | ?

The listing picks up; the two compounds before the break are reprinted first.
SMILES | ST2 inh
Cc1ncc2c(c1CNC(=O)/C=C/c1cccs1)CCN(C(=O)COc1ccccc1)C2 | i
O=Nc1c(O)n(CN2CCCCC2)c2ccccc12 | ?
Cc1[nH]c2ccccc2c1CCNC(=O)/C(=C/c1ccc2c(c1)OCO2)NC(=O)c1ccccc1 | ?
NC(=O)CCn1cc(CN2CCC3(CCOCC3)CC2)c2ccccc21 | i
Cc1ccc(NC(=O)N[C@@H]2C=C(C(=O)N[C@H]3CCCNC3=O)C[C@@H](O)[C@@H]2O)cc1 | i
COCCCN1C(=O)[C@@H]2[C@H](C1=O)[C@@H]1C=C[C@H]2C1 | i
O=C(COc1ccc([N+](=O)[O-])cc1)Nc1sc2c(c1C(=O)NCC1CCCO1)CCCC2 (stereo not given) | i
CS(=O)(=O)NC1CCN(Cc2ccc(-c3ccn[nH]3)o2)CC1 | i
CN(C)CCN1C(=O)C(=O)C(=C(O)c2ccc(Cl)cc2)C1c1ccccc1 (stereo not given) | i
CN(Cc1cn[nH]c1-c1ccccc1)C(=O)c1cccc(C#CC(C)(C)O)c1 | ?
COc1ccc(C2=NN(C(=O)CCC(=O)O)C(c3ccccc3F)C2)cc1 (stereo not given) | ?
CC(CCc1ccccc1)NC(=O)CSc1nc(-c2ccco2)nc2cc(=O)[nH]n12 (stereo not given) | ?
CN[C@H]1CC[C@@H](c2ccc(Cl)c(Cl)c2)c2ccccc21 | i
COc1ccccc1CNC(=O)CSCc1ccc([N+](=O)[O-])cc1 | i
CC(=O)OC/C=C(/CC/C=C(\C)CC/C=C(/CCC=C(C)C)C(=O)O)COC(C)=O | i
COc1ccccc1C(=O)Nc1ccc2c(c1)OCCO2 | i
Cc1oc(-c2ccccc2Cl)nc1CSCC(=O)N1CCCC1 | ?
c1cncc(-c2nnc([C@H]3CCN(C4CCOCC4)C3)o2)c1 | i
O=C(Nc1ccc2nsnc2c1)N1CCOCC1 | i
O=C(NC1CCCCCCC1)C1c2ccccc2C(=O)N1Cc1ccco1 (stereo not given) | i
NC(=O)NO | ?
CCN(CC)c1ccc(CNc2ccc3c(c2)ncn3C)cc1 | 50%*!
CS(=O)(=O)c1ccc(-c2nccn2CCCc2ccccc2)cc1 | i
CCN1CCN(CCC(=O)Nc2ccccc2C)CC1 | i
CS(=O)(=O)N1CCN(c2cc(-c3ccc(F)cc3)ncn2)CC1 | i
Cc1ccc(N(C)S(=O)(=O)c2ccc3c(c2)NC(=O)CC(=O)N3)cc1C | i
COc1cccc2cc(C(=O)Nc3ccccc3)c(=Nc3ccc(F)cc3)oc12 | i
CCN1CCN(C2CCC(C)C2)CC1 (stereo not given) | ?
O=C(Cn1cnc2c(oc3ccccc32)c1=O)NCc1ccc(F)cc1 | ?
COc1ccc(C2C(C(=O)N3CCN(C)CC3)c3cc(OC)c(OC)cc3C(=O)N2C)cc1 (stereo not given) | i
COc1ccccc1-n1c(SCc2ccc(Br)cc2)nc2c(c1=O)SCC2 | i
Cc1nn(Cc2ccc(F)cc2)c(C)c1NC(=O)c1cc(-c2ccco2)on1 | i
COc1ccc(-c2c3c(=O)n(C)c(=O)n(C)c3cn2Cc2ccccc2)cc1 | i
Cc1ccnc(NC(=O)C(NC(=O)C2CCCCC2)C(C)C)c1 (stereo not given) | ?
CCCN1CCN(C(=O)c2cc3c(=O)oc4ccccc4c3s2)CC1 | i
Cc1cc(N2CC(C)CC(C)C2)nc2ccc(NC(=O)CCC(=O)N3CCC(C)CC3)cc12 (stereo not given) | ?
C[C@]12CC[C@@H]3c4ccc(O)cc4CC[C@H]3[C@@H]1CC[C@@H]2O | ?
O=C(Cc1ccc(Cl)cc1)Nc1ccc(-c2nc3ccccc3[nH]2)cc1 | ?
O=C(O)c1ccc(N2CCCC2)c([N+](=O)[O-])c1 | i
CC1(C)CC(CCC(=O)Nc2ccccc2Cl)C(=O)O1 (stereo not given) | ?
C[C@@H](CC[C@@H]1[C@@]2(C)CCCC(C)(C)C2CC[C@@]1(C)O)CC(=O)O (stereo not given in full) | i
COc1ccc(C(=O)Nc2c3c(nn2-c2ccc(C)cc2)CS(=O)C3)c(OC)c1 (stereo not given) | i
NCC1Cc2cc(-c3ccc(S(N)(=O)=O)cc3F)cc(Cl)c2O1 (stereo not given) | i
CCCCc1nc(OCC(=O)c2ccccc2)c(C#N)c2c1COC(C)(C)C2 | ?
COc1ccc(N2C(=O)CN=C2Nc2nc(C)cc(C)n2)cc1OC | i
COc1cc2c(C(=O)Nc3ccc(F)cc3F)cn(C)c(=O)c2cc1OC | i
O=C(O)c1ccc(N(Cc2ccccc2)S(=O)(=O)c2ccccc2)cc1 | i
COc1ccccc1N1CCN(C(=O)c2ccc(C)c(Cl)c2)CC1 | i
COc1ccc(CCNC(=O)c2ccc(NC3=NC4CS(=O)(=O)CC4S3)cc2)cc1OC (stereo not given) | i
Cc1nc2c(c(N(C)C)n1)CCN(S(=O)(=O)c1c(C)nn(C)c1Cl)C2 | i
CCC(=O)NCCSc1c(C)[nH]c2ccccc12 | ?
C1CCc2sc(CN(CC3CCN(C4CCCC4)CC3)CC3CCCO3)nc2C1 (stereo not given) | i
CCc1ccc(NCN2C(=O)c3ccccc3C2=O)cc1 | ?
